TNAP activation fold: human TNAP enzyme activators, primary screen, biochemical, luminescent, no phosphate acceptor, uHTS (AID 1001); Alkaline phosphatase, tissue-nonspecific isozyme (Homo sapiens); purified TNAP, luminescent activation assay, no phosphate acceptor; higher activation fold means a stronger effect; activation fold at 20 µM, or EC50 in µM where a hit was titrated; 200,000 tested, 0.03% active; in the data active means activation fold from about 3, or a potency from the dose series; inactive means the rest, 99 in 100 with activation fold below about 1.6; further: many of its hits are not listed in these tables
Salmonella PhoP GFP: inhibitors of PhoP regulon expression, primary screen, Salmonella Typhimurium, GFP reporter (AID 1863). S. Typhimurium PhoP-regulated promoter GFP reporter, 4 h; higher % means a stronger effect. inhibition, % at 50 µM; hits with a dose series show IC50 in µM. 300,000 tested, 0.16% active;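 active means inhibition over 29.93%, a cutoff 3 SD above the screen mean, later confirmed by dose response; inconclusive means inhibition over 29.93% but no dose response follow-up; inactive means inhibition at most 29.93% or unconfirmed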;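 further: 0% = low Mg2+ inducing control and 100% = high Mg2+ repressing control; strong numbers were not always called active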
Insulin prom up: insulin promoter activators in MIN6 cells, imaging, high-content screening, mouse beta cells | MIN6 insulin promoter-GFP reporter; hits give high values | z-score at 5 µM | 190,000 tested, 0.3% active;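 active means z-score above 3 at 5 µM with at least 500 cells counted in the well; inconclusive means wells under 500 cells, flagged as cytotoxic or low count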
SV40 large T antigen: SV40 large T antigen inhibitors, biochemical (AID 1903); 310,000 tested, 0.39% active; SV40 large T antigen ATPase/helicase inhibition assay; higher % means a stronger effect; inhibition, % at 20 µM; hits with a dose series show IC50 in µM; in the data active means a potency from the dose series; inconclusive means inhibition mostly from about 32% at the one dose, without a potency; inactive means the rest, 99 in 100 with inhibition below about 32%; further: strong numbers were not always called active
RSV antiviral HEp-2: RSV antiviral activity via CPE protection, HEp-2 cells, primary 10 µM value included (AID 2391); 310,000 tested, 0.13% active; HEp-2 cells, RSV-induced CPE inhibition; higher % means a stronger effect; CPE inhibition, % at 10 µM; hits with a dose series show IC50 in µM; in the data active means a potency from the dose series; inconclusive means CPE inhibition mostly from about 23% at the one dose, without a potency; inactive means the rest, 99 in 100 with CPE inhibition below about 21%; further: strong numbers were not always called active
ER stress rescue: rescue of cells from ER stress-induced death, primary screen, 384-well, CSM14.1, thapsigargin, ATP luminescence (AID 1222) | CSM14.1 thapsigargin-induced death rescue, ATP luminescence; higher % means a stronger effect | cellular ATP content (survival), % at 20 µM, or EC50 in µM where a hit was titrated | 190,000 tested, under 10 active;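 active means EC50 below 50 µM in the dose-response confirmation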;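 further: death triggered by thapsigargin at about 15 µM added after 2 h compound pretreatment; cell ATP read after overnight thapsigargin exposure of roughly 18 to 22 hours; normalized against plate controls of thapsigargin alone and 5% DMSO vehicle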
PMI inhibition: human PMI inhibitors, high substrate, primary screen, biochemical, fluorescence intensity, high mannose 6-phosphate (AID 1220); recombinant PMI enzyme, coupled fluorescence intensity; higher % means a stronger effect; inhibition, % at 20 µM, or IC50 in µM where a hit was titrated; 190,000 tested, 0.66% active
West Nile virus CPE: West Nile virus antiviral activity, cell-based, CPE readout (AID 1621); CPE inhibition, % at 10 µM, or IC50 in µM where a hit was titrated; 290,000 tested, 0.02% active; West Nile virus-infected cells, CPE inhibition; higher % means a stronger effect; in the data active means a potency from the dose series; inconclusive means CPE inhibition mostly from about 3.7% at the one dose, without a potency; inactive means the rest, 99 in 100 with CPE inhibition below about 2.2%; further: strong numbers were not always called active
PMI inhibitors: inhibitors of human PMI, primary screen, biochemical, fluorescence intensity, coupled assay (AID 1209) | Mannose-6-phosphate isomerase (Homo sapiens) | purified PMI enzyme, coupled fluorescence intensity; higher % means a stronger effect | inhibition, % at 20 µM; hits with a dose series show IC50 in µM | 190,000 tested, 0.42% active;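 further: plate controls were DMSO vehicle for no effect and wells lacking substrate for full effect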
Insulin prom up cell count: further read-out of Insulin prom up, marked with its call; cell count; measured here: cytotoxicity, nuclei count;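 total cells summed across four imaged fields per well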
* = called active by the depositor; ? = inconclusive; · = not tested or not shown. Unless noted, no stated cut-off is given here; in the data, active means inhibition above about 50%; inactive means the rest. An unsorted share of the library; 1.5% or so of the library scored in one or more.

SMILES	TNAP activation fold	Salmonella PhoP GFP	Insulin prom up	Insulin prom up cell count	SV40 large T antigen	RSV antiviral HEp-2	ER stress rescue	PMI inhibition	West Nile virus CPE	PMI inhibitors
C#CCOc1ccc(/C=C2/C(=O)ON=C2C)cc1Br	·	-1%	·	·	26%	1.7%	·	·	-0.1%	·
CCCOc1ccc(C(=O)OCC(=O)c2c(N)n(C)c(=O)n(C)c2=O)cc1OCC	1.1	-7%	1.5	1176	-1%	0.7%	-1.6%	0%	0.1%	-6%
CN1C(=O)Cc2cc(S(=O)(=O)N3CCN(c4cccc(Cl)c4)CC3)ccc21	·	-9%	·	·	7%	1.8%	·	·	-0.3%	·
CCc1nccn1S(=O)(=O)c1cc(C)c(OC)cc1C	1.1	2%	-1.1	855	4%	-0.1%	-2.9%	-4%	·	-1%
CCOc1ccccc1NC(=O)Cn1c(=O)sc2ccccc21	1.1	-2%	0.09	1605	15%	3.6%	-0.6%	4%	-1.6%	7%
Cc1ccc2cc3cc(C(=O)N4CCCCCC4)oc3nc2c1	1.1	-11%	-0.12	1597	2%	59%	-4.7%	3%	·	12%
COc1cc(COc2ccc3c(C)c(Cc4ccccc4)c(=O)oc3c2C)cc(OC)c1OC	1.1	10%	·	·	6%	5.7%	0.8%	0%	0.4%	7%
COc1ccc(/C=N/NC(=S)Nc2ccccc2)cc1COc1ccc(Br)cc1	·	-1%	-1.6	850	26%	1.1%	·	·	0.0%	·
O=C(NCc1ccccc1)c1ccc(Br)o1	1	2%	0.19	1263	12%	0.6%	-2.4%	-8%	0.2%	-17%
O=C(CCn1ccnc1)Nc1cc(Cl)ccc1O	·	11%	·	·	5%	1.9%	·	·	0.2%	·
CC(=O)c1c(N=CN(C)C)nc(C)nc1-c1ccccc1	1.1	-8%	-0.33	1580	10%	1.6%	-1.3%	4%	·	-2%
Cc1ccc(C(=O)N/N=C2\CCc3ccccc32)c(C)c1	1	10%	2.6	1401	11%	1.4%	-2.3%	-2%	-0.2%	2%
O=C(O)c1ccc2c(c1)C(=O)N(c1ncccn1)C2=O	1	6%	-0.07	1243	2%	1.4%	-1.6%	4%	0.2%	-4%
Cc1sc2nc3n(c(=O)c2c1C)NC(=O)CC3	1	6%	-0.14	1276	11%	3.3%	4.9%	7%	0.9%	6%
Cc1nc2cc(NC(=O)N3CCCCC3)ccc2n1C	1	5%	0.2	1294	27%	2.9%	-0.7%	14%	0.3%	16%

Quoted at random: two entries already listed, in no set order.
SMILES	TNAP activation fold	Salmonella PhoP GFP	Insulin prom up	Insulin prom up cell count	SV40 large T antigen	RSV antiviral HEp-2	ER stress rescue	PMI inhibition	West Nile virus CPE	PMI inhibitors
O=C(CCn1ccnc1)Nc1cc(Cl)ccc1O	·	11%	·	·	5%	1.9%	·	·	0.2%	·
COc1cc(COc2ccc3c(C)c(Cc4ccccc4)c(=O)oc3c2C)cc(OC)c1OC	1.1	10%	·	·	6%	5.7%	0.8%	0%	0.4%	7%

Continued.
SMILES	TNAP activation fold	Salmonella PhoP GFP	Insulin prom up	Insulin prom up cell count	SV40 large T antigen	RSV antiviral HEp-2	ER stress rescue	PMI inhibition	West Nile virus CPE	PMI inhibitors
COc1cccc(CNCC(O)COc2ccc(C(=O)c3ccccc3)cc2)c1 (centres undefined)	·	1%	·	·	8%	11%	·	·	0.2%	·
NC(=Nc1ccccc1)Nc1ccccc1	·	-5%	·	·	16%	0.7%	·	·	0.3%	·
CCOc1cccc2sc(N(CCN(CC)CC)C(=O)c3cccc([N+](=O)[O-])c3)nc12	1	-2%	-0.45	1266	5%	1.6%	-1.1%	-7%	-0.2%	-13%
Cc1ccccc1COc1ccc(-c2nnn(CC(=O)O)n2)cc1	·	-2%	·	·	14%	2.2%	·	·	0.2%	·
CC(C(=O)c1ccc(Br)cc1)[n+]1cccc(NC(=O)c2ccccc2)c1 (centres undefined)	1.1	0%	0.53	1304	-9%	-0.3%	-1.4%	-3%	0.0%	-12%
Cc1ccc(CC(SCc2ccccc2)C(=O)O)cc1C (centres undefined)	·	-4%	·	·	4%	0.3%	·	·	-0.2%	·
CN(C)c1nc2ccccc2n(C)c1=O	1	6%	0.67	1262	8%	-0.6%	-0.9%	14%	0.7%	6%
Cc1ccc(NC(=S)NNC(=O)CSc2nnc(-c3ccc(Cl)cc3)n2C2CCCCC2)cc1	1.1	9%	-0.18	1300	33%	0.7%	-2.9%	0%	0.2%	4%
COc1ccc(NC(=O)COC(=O)CC2CC3CCC2C3)c([N+](=O)[O-])c1 (centres undefined)	0.9	12%	-0.36	1456	8%	1.0%	-3.4%	6%	-0.1%	21%
Cn1c(=O)c2c(ncn2CC(N)=O)n(C)c1=O	1.1	-1%	1.4	1295	-1%	1.3%	-3.2%	5%	0.0%	13%
Cc1cccc(N2C(=O)CC(Sc3nc(-c4ccccc4)c4cc(Cl)ccc4n3)C2=O)c1 (centres undefined)	1.1	-18%	0	1460	11%	3.3%	0.7%	10%	0.0%	16%
COc1ccc(/C=N/NC(=O)CCn2cnc3ccccc32)cc1	·	7%	0.52	915	2%	-0.1%	·	·	0.3%	·
Cc1ccc(Cn2nnc3c(=O)[nH]c(C4CCN(S(=O)(=O)Cc5ccccc5)CC4)nc32)cc1	·	9%	·	·	5%	72%	·	·	0.0%	·
Cc1ccc(CNC(=O)C2CCC(=O)N2Cc2ccc(C)cc2)cc1 (centres undefined)	·	5%	·	·	12%	0.6%	·	·	-0.5%	·
CCOc1cc2[nH]c(=S)n(Cc3ccc(C(=O)NCCCN4CCOCC4)cc3)c(=O)c2cc1OCC	·	-1%	·	·	10%	-1.8%	·	·	-0.1%	·
COc1ccc(C(CNC(=O)Cn2[nH]c(=O)c3ccccc3c2=O)N2CCCC2)cc1 (centres undefined)	1.1	-4%	0.44	1131	-2%	0.3%	-2.7%	10%	0.3%	5%
Cc1cc(C(=O)OCC(=O)NCc2ccc3c(c2)OCO3)c2ccccc2n1	1.1	-5%	0.02	1217	10%	1.6%	-1.3%	-7%	0.5%	-4%
Cc1ccc(C(C)C)c(OCc2ccc(C(=O)N/N=C/c3ccc(O)c(O)c3)cc2)c1	0.9	8%	0.73	893	12%	?	-0.9%	3%	?	23%
C/C(=N\NC(=O)c1cc(-c2ccc(Br)s2)[nH]n1)c1ccncc1	·	-1%	·	·	8%	?	·	·	-0.1%	·
CC(c1ccco1)N(C(=O)c1ccc(C#N)cc1)c1ccccn1 (centres undefined)	1.1	1%	-0.47	870	12%	1.4%	-0.4%	-1%	0.0%	9%
Cn1nnc(NC(=O)c2ccccc2F)n1	1.1	-4%	0.16	1324	-1%	0.6%	2.8%	-4%	0.4%	-5%
CC(C)N1CCc2c(sc(NC(=O)c3ccc(S(=O)(=O)N4CCc5ccccc54)cc3)c2C(N)=O)C1	1	-17%	·	·	12%	-2.0%	-4.7%	-4%	-0.5%	-4%
CCOC(=O)CSc1nnc(-c2ccccc2NC(=O)c2ccccc2)o1	1.2	-12%	-0.68	1581	21%	0.8%	1.1%	-10%	1.8%	0%
Nc1nc2ccccc2n1/N=C/c1ccc([N+](=O)[O-])s1	0.9	-12%	-1.9	544	10%	2.7%	4.0%	-4%	-1.0%	-5%
O=C(Nc1cccc(NC(=O)c2cccs2)c1)c1ccc(Br)cc1	·	3%	·	·	33%	3.3%	·	·	-1.3%	·
COc1ccccc1NC(=O)CSc1n[nH]c(-c2ccccn2)n1	·	-1%	·	·	6%	0.4%	·	·	-0.3%	·
O=C(Nc1ccc(Br)c2cccnc12)c1ccc(Cn2cc(Cl)cn2)o1	1.2	8%	·	·	3%	2.9%	0.3%	4%	-0.6%	2%
O=C(CSc1nnc(C2CC2)n1Cc1ccccc1)c1cc2ccccc2o1	1.1	15%	-0.13	1117	16%	?	3.2%	-41%	-0.8%	-6%
O=C(COc1c(F)c(F)c(C(F)(F)F)c(F)c1F)Nc1ccc(N2CCOCC2)c(Cl)c1	1	-7%	0.12	1874	-2%	5.2%	-2.1%	18%	·	15%
COc1ccccc1C(=O)NCCC(=O)N1CC(=O)Nc2ccccc21	1	25%	·	·	0%	1.2%	-0.7%	-4%	0.0%	0%
Cc1nn(-c2ccccc2)c2nc(Cl)c(C(=O)O)cc12	1.2	-4%	0.07	1279	-2%	1.2%	-1.4%	-6%	1.8%	11%
CC(C)(C)c1ccc(S(=O)(=O)N2CCCC2C(=O)NC2=NCCS2)cc1 (centres undefined)	1.1	-2%	0.72	1208	15%	0.5%	0.1%	-6%	-0.6%	-1%
Cn1nc(C(=O)NC(C)(C)C)c2ccccc21	1.1	-4%	1.4	1515	17%	1.1%	6.4%	-6%	0.2%	-6%
Cc1cccc(C)c1OCCNC(=O)CCC(=O)c1ccccc1	1.2	1%	·	·	4%	2.7%	-2.4%	-1%	-0.1%	13%
CC(=O)N1CCc2cc(S(=O)(=O)NC(C(=O)NC3CCCc4ccccc43)C(C)C)ccc21 (centres undefined)	1.1	7%	0.29	1191	9%	0.3%	-2.1%	5%	-0.4%	7%
COc1cccc(NC(=O)CN(C)C(=O)c2ccccc2CCc2ccccc2)c1	·	-4%	·	·	3%	8.4%	·	·	-0.2%	·
Cc1cnc(NC(=O)CSc2nc3ccccc3s2)s1	0.9	6%	·	·	·	2.5%	-0.8%	-9%	0.8%	-8%
CCN(CC)CCCNC(=O)C1CCC(CNS(=O)(=O)c2ccc(Cl)cc2)CC1 (centres undefined)	·	0%	·	·	10%	-0.6%	·	·	-0.1%	·
CN(C)CCCNC(=O)c1ccc(CN(c2ccccc2)S(C)(=O)=O)cc1	1	14%	1.1	1239	8%	-0.7%	-2.3%	-4%	0.3%	4%
O=C(Cn1cnc2ccccc21)OCC(=O)N1CCc2ccccc2C1	1.1	-6%	-0.66	1104	9%	1.1%	0.6%	19%	0.2%	10%
Cc1cc(/C=N/NC(=O)COc2cccc3cccnc23)c(C)n1-c1ccc(O)cc1	1	15%	-0.23	1340	15%	9.7%	-3.3%	20%	0.5%	-2%
CCCN(CCC)C(=O)Nc1ccc(F)cc1F	·	-14%	-0.25	1205	12%	0.3%	·	·	0.0%	·
O=S(=O)(c1ccccc1)c1nc(-c2ccccc2F)oc1NCc1cccnc1	1.1	4%	-0.34	1351	5%	1.1%	1.4%	0%	-0.1%	0%
O=C(CC1CCCCC1)N1CCN(c2ccccn2)CC1	1.1	3%	0.3	1217	-1%	0.7%	-2.0%	-3%	0.3%	-1%
CCOc1ccc(N(CC(=O)NCCSCc2ccc(Cl)cc2)S(C)(=O)=O)cc1	·	-1%	·	·	5%	0.7%	·	·	-1.2%	·
O=C(c1cccc(C(F)(F)F)c1)C1CCCN(C(=O)CCCN2CCCC2=O)C1 (centres undefined)	1.1	-1%	·	·	2%	0.8%	-1.5%	2%	0.6%	5%

High-throughput results: PubChem, several laboratories
